Screens from PubChem.
GSTO1 counter = inhibitors of recombinant GSTO1, primary screen, counter-screen for RBBP9 inhibitor project, biochemical, fluorescence polarization | activity-based probe fluorescence polarization | inhibition, % at 5.96 µM | hit rate 1.1% among 300,000;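 active = inhibition above the campaign mean inhibition plus 3 SD, cut at about 35% in these data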;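 note: 0% = GSTO1-1 with DMSO and 100% = wells lacking GSTO1-1 enzyme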
Target sequence (P78417 whole entry, looked up): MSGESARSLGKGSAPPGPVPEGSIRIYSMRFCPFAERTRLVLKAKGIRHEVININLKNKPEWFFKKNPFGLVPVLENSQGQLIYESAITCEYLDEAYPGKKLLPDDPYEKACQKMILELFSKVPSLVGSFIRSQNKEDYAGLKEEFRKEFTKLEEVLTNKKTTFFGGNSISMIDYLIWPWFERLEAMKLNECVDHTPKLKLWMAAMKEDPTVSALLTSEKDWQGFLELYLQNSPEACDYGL
pPAFAH inh = pPAFAH enzyme inhibitors, primary screen, biochemical, fluorescence polarization, human; Platelet-activating factor acetylhydrolase (Homo sapiens), Q13093; recombinant pPAFAH, FP-rhodamine probe fluorescence polarization; inhibition, % at 3.39 µM; hit rate 1.5% among 330,000;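 active = inhibition above the mean inhibition across the screen plus 3 SD, cut at about 25% in these data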;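 note: inhibitors block binding of the rhodamine activity-based probe so polarization drops; 0% = enzyme with DMSO and 100% = wells lacking pPAFAH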
LYPLA1 inh = LYPLA1 inhibitors, primary screen, counter-screen for PME1 inhibitor project, biochemical, fluorescence polarization, FP-Rh probe ABPP; Acyl-protein thioesterase 1 (Homo sapiens), O75608; recombinant LYPLA1; inhibition, % at 5.9 µM; hit rate 0.16% among 320,000; AID 2174, 2009;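 active = inhibition above the mean of all tested compounds plus 3 SD, set per campaign, cut at about 14% in these data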;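 note: inhibitors block serine hydrolase probe labeling of LYPLA1 so polarization falls; 0% = enzyme with DMSO and 100% = wells lacking LYPLA1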
PAD4 inh = human PAD4 inhibitors, primary screen, biochemical, fluorescence polarization, 1536-well format; recombinant PAD4, RCA probe fluorescence polarization; inhibition, % at 6.36 µM; hit rate 0.41% among 330,000;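 active = percent inhibition above a cutoff equal to the mean of all tested compounds plus 3 SD, cut at about 15% in these data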;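 note: 0% = PAD4 with RCA probe and DMSO and 100% = probe without PAD4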
Target sequence (Q9UM07 whole entry, looked up): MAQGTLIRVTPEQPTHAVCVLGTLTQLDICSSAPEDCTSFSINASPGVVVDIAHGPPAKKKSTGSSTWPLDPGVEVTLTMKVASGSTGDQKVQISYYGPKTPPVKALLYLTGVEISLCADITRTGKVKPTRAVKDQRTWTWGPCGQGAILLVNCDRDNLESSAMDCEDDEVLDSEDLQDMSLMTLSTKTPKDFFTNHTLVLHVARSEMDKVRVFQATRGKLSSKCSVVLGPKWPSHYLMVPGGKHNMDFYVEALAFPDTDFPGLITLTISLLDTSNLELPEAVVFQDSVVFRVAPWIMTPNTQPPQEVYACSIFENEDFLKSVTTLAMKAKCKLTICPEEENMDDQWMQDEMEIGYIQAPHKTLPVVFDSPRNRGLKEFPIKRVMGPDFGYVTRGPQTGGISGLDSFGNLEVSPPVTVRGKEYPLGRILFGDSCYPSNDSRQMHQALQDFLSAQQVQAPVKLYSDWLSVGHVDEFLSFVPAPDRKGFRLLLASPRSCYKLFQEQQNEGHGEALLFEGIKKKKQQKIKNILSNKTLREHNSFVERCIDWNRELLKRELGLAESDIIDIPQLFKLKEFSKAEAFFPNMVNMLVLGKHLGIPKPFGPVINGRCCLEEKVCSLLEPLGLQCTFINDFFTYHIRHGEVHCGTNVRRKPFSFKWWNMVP
PAFAH1B2 inh = PAFAH1B2 enzyme inhibitors, primary screen, biochemical, fluorescence polarization, human; Platelet-activating factor acetylhydrolase IB subunit alpha2 (Homo sapiens), P68402; recombinant PAFAH1B2, FP-rhodamine activity probe; inhibition, % at 3.39 µM; hit rate 1.2% among 340,000; AID 492953, 2010;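 active = inhibition above the mean of all tested compounds plus 3 SD, cut at about 24% in these data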;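 note: 0% = enzyme with DMSO and 100% = wells lacking PAFAH1B2; many of its hits are not listed in these tables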
PAFAH2 FP inh = PAFAH2 enzyme inhibitors, primary screen, biochemical, fluorescence polarization, human. Platelet-activating factor acetylhydrolase 2, cytoplasmic (Homo sapiens), Q99487. recombinant PAFAH2, FP-rhodamine activity probe. inhibition, % at 3.39 µM. hit rate 0.99% among 340,000. AID 492956, 2010;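 active = inhibition above the mean over all tested compounds plus 3 SD, cut at about 30% in these data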;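 note: inhibitors block probe labeling of enzyme so polarization drops; 0% = enzyme with DMSO and 100% = wells lacking PAFAH2 protein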
PAFAH1B3 FP inh = PAFAH1B3 enzyme inhibitors, primary screen, biochemical, fluorescence polarization, human; Platelet-activating factor acetylhydrolase IB subunit alpha1 (Homo sapiens), Q15102; recombinant PAFAH1B3, FP-rhodamine probe; inhibition, % at 3.39 µM; hit rate 0.28% among 340,000; AID 492972, 2010;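 active = inhibition above the screen-wide average of all tested compounds plus 3 SD, cut at about 25% in these data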;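 note: 0% = enzyme with DMSO only and 100% = wells lacking PAFAH1B3 protein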
PREPL inhibitor = PREPL enzyme inhibitors, primary screen, biochemical, fluorescence polarization; Prolyl endopeptidase-like (Homo sapiens), Q4J6C6; recombinant PREPL, fluorescence polarization activity-based probe; inhibition, % at 5.96 µM; hit rate 0.68% among 320,000; AID 2751, 2010; in the data active = inhibition above about 43%;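 note: 0% = enzyme with DMSO and 100% = wells lacking enzyme; many of its hits are not listed in these tables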
LYPLA2 counter = LYPLA2 inhibitors, primary screen, counter-screen for PME1 inhibitor project, biochemical, fluorescence polarization, FP-Rh probe ABPP; inhibition, % at 5.9 µM; Acyl-protein thioesterase 2 (Homo sapiens), O95372; recombinant LYPLA2; hit rate 0.38% among 320,000;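 active = inhibition above the screen-wide mean plus 3 SD, limit set per campaign, cut at about 26% in these data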;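 note: 0% = LYPLA2 with DMSO and 100% = wells lacking LYPLA2 enzyme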
* = called active by the depositor; . = no result given. An excerpt; the hit share may differ from the screen's.

SMILES	GSTO1 counter	pPAFAH inh	LYPLA1 inh	PAD4 inh	PAFAH1B2 inh	PAFAH2 FP inh	PAFAH1B3 FP inh	PREPL inhibitor	LYPLA2 counter
CC(OC(=O)/C=C/c1ccccc1)C(=O)N1CCc2ccccc21 (centres undefined)	-12	-1	-1	3	4	5	2	8	0
COC(=O)c1ccc(CNC(=O)C2CCC(=O)N(Cc3cccc(F)c3)C2)cc1 (centres undefined)	-2	0	0	1	6	4	6	3	-2
Cc1ccc(C(=O)C(C)OC(=O)Cc2c[nH]c3ccccc23)cc1 (centres undefined)	6	3	1	-3	14	1	-2	-11	-4
COc1cccc(N2C(=O)CN(Cc3ccccc3)C2=S)c1	-1	3	4	1	3	9	5	0	1
O=C(COC(=O)c1cc(Cl)nc(Cl)c1)NC1CCCCCC1	.	8	.	-3	-3	12	10	7	.
COCCNC(=O)c1ccc(CSCc2cccc(Cl)c2)o1	1	6	4	-1	8	8	5	-15	3
O=C(C(c1ccccc1)c1ccccc1)N1CCN(c2ccccn2)CC1	7	4	0	-2	7	4	-2	-7	2
Cc1cccc(OCC(=O)Nc2sc3c(c2C#N)CCC3)c1	6	5	-2	3	0	9	9	11	-3
CCCCn1c(N)c(N(CCOC)C(=O)CCC2CCCCC2)c(=O)[nH]c1=O	.	9	1	1	-3	1	4	16	11
CC(C)(C)NC(=S)N/N=C/c1cccnc1	10	1	3	1	2	3	7	-3	-3
O=C(NC12CC3CC(CC(C3)C1)C2)N1CCN(C2CCCCC2)CC1	4	10	5	-3	5	-2	6	6	11
CC(=O)c1ccc(N2CCC(C(=O)O)CC2)cc1	0	-4	-2	-7	3	9	2	13	-3
CCOCCCNCc1ccc(OC)c(OC)c1	0	0	0	0	4	-3	3	2	-3
Cc1cc(Cl)ccc1OC(C)C(=O)NCCc1ccc2c(c1)OCCO2 (centres undefined)	4	5	0	-1	11	0	-8	-11	0
CCC(=O)N1CCN(c2ccc(NC(=O)COc3ccccc3Cl)cc2)CC1	-5	0	3	-2	4	-2	4	43	11
O=C(Cc1ccccc1)NCc1n[nH]c(=S)n1-c1ccc(Br)cc1	6	6	-2	-1	8	-5	10	-3	-1
COc1ccc(CC(NC(C)=O)C(=O)NC2CCN(C(=O)c3ccncc3)CC2)cc1OC (centres undefined)	8	3	1	-3	4	-10	3	11	4
COc1ccc2nc(/C=N/NC(=O)CCNC(=O)OC(C)(C)C)ccc2c1	-1	-1	3	-8	9	8	5	16	1
COc1ccc(S(=O)(=O)N2CCCOC2CNC(=O)C(=O)NCc2cccnc2)cc1 (centres undefined)	3	7	4	3	-1	-3	3	-2	10
COCCN(C(=O)CCC(=O)Nc1ccccn1)C(C(=O)NC(C)C)c1ccc(Cl)cc1 (centres undefined)	4	4	3	-1	3	-8	4	-5	5
Nc1ccc(C(=O)Nc2ccc(Nc3ccncc3)cc2)cc1	-5	4	0	-3	2	-8	4	3	2
O=S(=O)(NC(=S)NC1CCCCC1)c1ccc(Br)cc1	-1	-1	1	-3	9	4	8	5	1
C[n+]1ccc(/C=C/c2ccc(Br)cc2)cc1	-1	4	-3	-1	-2	8	1	9	2
CC(C)(C)[C@@H]1C=C(C(=O)O)[C@H](c2ccc(Cl)cc2)N1S(=O)(=O)c1ccccc1	.	5	.	1	27*	-1	10	12	.
CC1CCCCC1NC(=O)CN1CCC(NC(=O)c2cccc(F)c2)CC1 (centres undefined)	5	7	-3	-1	5	-5	3	12	4
Cc1oc(C(C)(C)C)cc1C(=O)NC1CCN(Cc2ccccc2)CC1	-9	14	-1	3	-2	1	8	2	-4
CCOC(=O)CSc1nnc(Cn2nnc(-c3ccccc3)n2)n1CC	15	2	5	-1	4	3	3	7	1
Cc1ccc(S(=O)(=O)Nc2cc(C(F)(F)F)ccc2N2CCOCC2)cc1	6	9	-1	-2	4	-1	9	5	8
COc1ccc(NC(=O)CN2CCN(Cc3ccc4c(c3)OCO4)CC2)cc1OC	-5	1	3	2	6	5	-2	9	8
Cc1cc(NC(=O)CSc2nnc3c4c(C)c(C)sc4ncn23)no1	-1	5	-2	-3	2	-5	7	-18	7
Cc1cccc(C)c1NC(=O)CN(C)C(=O)c1cccc(S(=O)(=O)N2CCN(c3ccccc3)CC2)c1	4	14	3	-2	-2	-9	-1	-41	7
COC(=O)C(CC(C)C)N1CCC(=O)c2ccccc2S1(=O)=O (centres undefined)	-1	5	2	1	4	-2	5	-7	-2
CCCCCCc1nc(C(N)=O)c2[nH]c(=O)n(-c3ccccc3F)c2n1	6	3	-3	-3	4	3	0	-3	2
Cc1cc(NC(=O)CCn2c(=O)sc3ccccc32)no1	-6	2	-1	-5	0	-5	-4	2	-2
Cc1cc(C(=O)Nc2nc3ccc(S(C)(=O)=O)cc3s2)c(C)o1	-4	-6	-2	1	3	2	4	9	-2
CCN(CC)CCN1C(=O)c2cccc3cc(N)cc(c23)C1=O	2	-1	5	2	1	2	6	42	11
Cc1ccccc1C(=O)N1CCC(C(=O)NCCc2ccc(S(N)(=O)=O)cc2)CC1	9	-1	-6	2	5	-11	2	-3	-2
CCN(Cc1ccccc1)C(c1ccncc1)c1nnnn1C(C)(C)C (centres undefined)	5	0	0	-1	3	-2	-1	8	0
COc1ccc(NC(=O)c2ccc(CN3CCN(c4ccccc4)CC3)cc2)cc1OC	0	-7	0	-5	0	11	13	6	8
COc1cc2c(cc1OC)CN(CC(=O)Nc1ccc(F)cc1)CC2	8	4	2	-4	1	3	6	-8	3
O=C(Cc1ccccc1)N/N=C/c1ccc(OC(=O)/C=C\c2ccco2)cc1	6	3	1	3	-5	-3	9	3	-3
Cc1ccc(NC(=O)CN2CCCCCC2)cc1Br	3	5	2	2	5	11	0	16	4
Cc1c(Cl)cccc1NC(=S)N1CCCCCC1	-2	-5	-5	-10	3	-4	2	2	1
O=C(O)CCCCCn1c(SCc2cc(=O)n3ccccc3n2)nc2ccsc2c1=O	5	-4	0	-4	2	0	6	-3	-2
O=C(CNC(=O)c1cccs1)NCCN1CCN(Cc2ccccc2)CC1	-2	-1	-1	-2	5	5	-1	11	0
CCOC(=O)c1sc2nc(C)nc(SC(C)C(=O)N(C)c3ccccc3)c2c1C (centres undefined)	.	2	-1	-5	2	-1	11	-24	0
CC(C)(C)OC(=O)CNC(=O)c1[nH]cnc1C(=O)NCCCCCN	3	-1	4	0	-3	-2	1	3	5
Cc1cc2c(NC(=O)Nc3ccccc3)cccc2nn1	13	22	-5	-1	3	6	17	13	35*
CCc1ccc(N2C(=O)C(Cl)=C(N3CCOCC3)C2=O)cc1	9	1	-4	1	2	6	-2	10	4
CCOC(=O)c1cnc(-c2ccccc2)nc1Oc1ccc(C)cc1	2	5	0	-2	0	-8	-1	-9	-2

The list continues:
SMILES	GSTO1 counter	pPAFAH inh	LYPLA1 inh	PAD4 inh	PAFAH1B2 inh	PAFAH2 FP inh	PAFAH1B3 FP inh	PREPL inhibitor	LYPLA2 counter
O=S(=O)(Nc1ccc(Cl)cn1)c1cccc(S(=O)(=O)c2ccccc2)c1	-1	8	-3	-3	4	-1	11	1	2
COc1ccc(CCn2c(NN=C(C)C)nc3c2c(=O)[nH]c(=O)n3C)cc1	46*	8	4	-3	0	-2	12	10	8
O=C(c1cc(-c2ccc(Cl)cc2Cl)on1)N1CCN(C(=O)c2ccco2)CC1	7	9	0	0	1	65*	-4	-1	5
COc1ccccc1CNC(=O)COc1ccc([N+](=O)[O-])cc1	2	0	3	-2	0	5	9	15	8
CN(C)C=NC(=O)c1cccn1-c1ncc(C(F)(F)F)cc1Cl	4	3	-2	-5	0	1	5	4	-9
COc1ccc(S(=O)(=O)N2CCCCC2)cc1NS(=O)(=O)c1ccccc1	.	-2	.	0	3	8	7	13	.
COc1ccc(OC)c(S(=O)(=O)N2CCC(C(=O)N3CCc4ccccc4C3)CC2)c1	-3	3	1	-3	5	-2	5	1	0
O=C(c1cc(=O)[nH]c2ccccc12)N1CCN(S(=O)(=O)c2ccc3ccccc3c2)CC1	-6	4	-3	-4	8	4	1	7	-3
C=C[C@@H]1c2ccccc2N(S(=O)(=O)c2ccc(C)cc2)[C@H](c2ccc(OC(C)=O)cc2)C1(C#N)C#N	.	-1	-13	0	1	-10	-6	12	-30
Cc1onc(C(=O)NN)c1-c1csc(COc2ccccc2)n1	10	-4	-3	1	0	-3	4	-18	-1
Cc1ccccc1NC(=O)CSc1ccc2nnc(-c3ccccn3)n2n1	0	0	-1	-3	2	-1	-2	-13	11
O=C(Cc1ccsc1)Nc1ccccc1F	-5	6	2	-3	6	-1	3	16	12
CCOC(=O)/C(C#N)=C/Nc1cc(OC)ccc1OC	0	7	3	1	-1	-3	-1	1	7
O=C(N/C(=C\c1ccc(Br)cc1)C(=O)N1CCOCC1)c1ccc([N+](=O)[O-])cc1	0	3	1	-1	2	-3	3	-5	-5
Cc1ccc(S(=O)(=O)N2CCOCC2)cc1NC(=O)COc1cccc(Oc2ccccc2)c1	1	10	-2	-3	0	3	-3	4	-3
CCc1ccc(NC(=O)Nc2cccc(OC)c2)cc1	13	1	-8	-3	-1	-2	-3	10	-7
COc1ccc(NC(=O)c2c(-c3c(Cl)cccc3Cl)noc2C)c(OC)c1	-2	-4	-2	-1	5	-8	3	1	-5
COc1ccc(C2(CNC(=O)c3ccc(OC)c([N+](=O)[O-])c3)CCOCC2)cc1OC	-2	6	0	-4	7	7	14	-3	2
O=S(=O)(/N=C(\c1ccccc1F)N1CCCCC1)c1ccccc1	4	2	1	-1	1	-6	8	-5	0
COc1cccc(/C=N/NC(=O)c2cnn(-c3ccccc3)c2N)c1	-6	-10	-4	11	0	2	1	9	-4
CN1C(=O)N(C)C2C1NC(=O)N2C (centres undefined)	9	3	-5	0	2	6	-3	-5	-6
Cc1cc(C(=O)N2CCN(Cc3ccccc3)CC2)ccc1[N+](=O)[O-]	-2	-6	-1	-7	-2	119*	10	15	-4
Cc1ccc(Cn2ncc3c(NCCCN4CCOCC4)ncnc32)cc1	1	1	0	-2	-1	-4	2	-1	5
CCCNC(=O)N1CCC(C(=O)c2ccc(Cl)cc2)CC1	1	2	4	7	3	1	5	-3	9
CCCC(=O)N(C)c1nnc(-c2ccc(OC)cc2)s1	-1	3	-2	3	1	-5	0	3	-4
C/C(=N\NC(=O)C(N)=O)c1ccc(O)cc1O	1	1	-3	-2	1	9	1	-7	5
O=C(O)c1nn(Cc2nc3ccccc3o2)c(=O)c2ccccc12	-1	5	-2	-2	-1	-8	10	-4	1
CSc1oc(-c2ccccc2)nc1C(N)=O	4	1	1	-6	3	1	0	-6	1
Cc1c(C(=O)NCCCN2CCOCC2)oc2c1C1(CCC2)SCCS1	4	9	-4	-3	7	-7	3	-4	6
